# PPARg SRC-1 ag – agonists of human PPARgamma SRC-1 coactivator recruitment; P37231; PPARgamma-SRC-1 coactivator recruitment biochemical assay; activation, % at 8 µM; actives 0.41% (n = 200,000); in the data active = activation above about 19%;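 also: 0% = DMSO and 100% = reference agonist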
# Target sequence (P37231 whole entry, looked up): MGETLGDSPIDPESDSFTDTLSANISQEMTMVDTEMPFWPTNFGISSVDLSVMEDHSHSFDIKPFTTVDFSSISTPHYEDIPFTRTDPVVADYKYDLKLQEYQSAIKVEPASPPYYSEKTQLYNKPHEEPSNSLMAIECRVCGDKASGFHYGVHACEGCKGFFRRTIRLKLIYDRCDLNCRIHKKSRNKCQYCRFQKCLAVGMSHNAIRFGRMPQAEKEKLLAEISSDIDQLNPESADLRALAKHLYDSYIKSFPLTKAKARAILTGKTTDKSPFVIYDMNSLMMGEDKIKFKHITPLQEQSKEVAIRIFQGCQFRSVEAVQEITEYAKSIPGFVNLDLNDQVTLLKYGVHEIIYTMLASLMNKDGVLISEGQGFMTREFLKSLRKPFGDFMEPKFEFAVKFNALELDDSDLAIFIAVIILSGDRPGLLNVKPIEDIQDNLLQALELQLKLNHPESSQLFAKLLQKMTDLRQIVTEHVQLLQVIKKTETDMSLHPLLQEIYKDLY
# PMI act hi M6P – activators of human phosphomannose isomerase at near-saturating mannose 6-phosphate; P34949; coupled PMI enzyme assay, resazurin fluorescence, 20 min; active compounds read high; 1 = untreated enzyme, 0 = substrate-free blank; activation factor at 20 µM; actives 0.34% (n = 190,000);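 active = activation factor of 2 or more at 20 µM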
# Target sequence (P34949 whole entry, looked up): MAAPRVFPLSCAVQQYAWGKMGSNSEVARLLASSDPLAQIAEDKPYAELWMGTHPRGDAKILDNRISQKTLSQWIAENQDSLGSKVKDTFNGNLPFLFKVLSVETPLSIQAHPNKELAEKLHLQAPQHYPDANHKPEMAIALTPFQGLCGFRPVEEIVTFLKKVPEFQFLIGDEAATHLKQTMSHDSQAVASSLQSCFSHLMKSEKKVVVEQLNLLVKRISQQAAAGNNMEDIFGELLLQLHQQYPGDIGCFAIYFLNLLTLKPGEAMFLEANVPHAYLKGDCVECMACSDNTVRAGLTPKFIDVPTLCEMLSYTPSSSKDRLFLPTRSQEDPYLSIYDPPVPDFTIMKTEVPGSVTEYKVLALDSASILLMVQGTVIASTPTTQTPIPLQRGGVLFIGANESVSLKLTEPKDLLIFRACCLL
#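 Test system: human phosphomannose isomerase with PGI, G6PDH, diaphorase coupling enzymes; amount: 15 ng/mL PMI; incubation: enzyme reaction with compound 20 min at room temperature; technique: resorufin fluorescence (Ex 544/Em 590 nm) from resazurin via diaphorase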
# PMI activator – phosphomannose isomerase (human) activation | purified human PMI, coupled resazurin fluorescence, 20 min; active compounds read high; 1 = vehicle control, 0 substrate-free wells | activation factor at 20 µM | actives 0.005% (n = 190,000) | P34949 | AID 1214;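 active = activation factor of 2 or more at 20 µM, relative to plate controls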
# Diaph inh CS – counter-screen for diaphorase-based assays: diaphorase inhibitors and chemical oxidizers. diaphorase resazurin-to-resorufin fluorescence, NADH, 16 min; bacterial (C. kluyveri) enzyme, not human. inhibition, % at 20 µM. actives 0.69% (n = 190,000);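 active = primary screen inhibition at 20 µM above a set limit, cut at about 50% in these data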;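 also: plate controls were DMSO with full reaction for no effect and wells lacking NADH for full effect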
#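 System: Diaphorase enzyme from Clostridium kluyveri | Amount: Enzyme working solution with 0.14 U/mL diaphorase | Benchmarks: No-NADH positive control and DMSO neutral control | Signal: Fluorescence of resorufin formed from resazurin, Ex 544/Em 590 nm | Schedule: 16-min room-temperature incubation before reading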
# Diaph act CS – counter-screen for diaphorase-based assays: diaphorase activators and chemical reducers. Diaphorase/resazurin coupled assay, resorufin fluorescence, 16 min; active compounds read high; 1 = vehicle wells, 0 = NADH-free wells. activation factor at 20 µM. actives 0.005% (n = 190,000);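 active = diaphorase activity raised at least twofold by the compound at 20 µM; inactive = activation factor below 2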
#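 Material: purified diaphorase enzyme from Clostridium kluyveri; Also added: 0.114 mM NADH and 0.1 mM resazurin, final amounts; Doses: single compound dose of 20 µM, 1% DMSO final; Times: 16 min enzyme reaction, ambient temperature; Detection: resorufin fluorescence, excitation 544 nm, emission 590 nm; Measure: increased resorufin signal from activators or reducing compounds.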
# G6PDH counter – L. mesenteroides G6PDH inhibition counter-screen; Purified L. mesenteroides G6PDH, diaphorase/resazurin coupled fluorescence, 45 min; inhibition, % at 5 µM; actives 0.12% (n = 200,000); AID 1020; in the data active = inhibition above about 50%
# ROMK mod – modulates human ROMK potassium channel activity | Tet-inducible ROMK, thallium flux fluorescence; actives lie on both sides | actives 2% (n = 130,000) | AID 1918 | B-score at 10 µM | P48048;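 active = signal ratio slope over the read window, or its plate-corrected B-score, at least 3 SD from the plate mean, either direction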;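 also: B-score of the F/F0 ratio slope over 7 to 12 s after thallium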
# TR-FRET SRC-2 ct – counter-screen for PPARgamma SRC-2 recruitment agonists: TR-FRET artefact; actives 0.4% (n = 200,000); AID 1049; active compounds read high; TR-FRET ratio at 8 µM; in the data active = TR-FRET ratio above about 2000; also: inactives centre near 1500
# PPARg SRC2 recr – agonists of SRC-2 recruitment by human PPARgamma; P37231; PPARgamma LBD-SRC-2 recruitment, biochemical; activation, % at 8 µM; actives 0.34% (n = 200,000); in the data active = activation above about 22%;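 also: 0% = vehicle and 100% = reference agonist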
# PPARg SRC-3 ag – agonists of human PPARgamma SRC-3 coactivator recruitment | P37231 | biochemical PPARgamma/SRC-3 coactivator recruitment assay | activation, % at 8 µM | actives 0.26% (n = 200,000) | AID 731; in the data active = activation above about 23%;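 also: 0% = DMSO and 100% = reference agonist; some compounds past the cut are filed as inactive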
# S1P3 antagonist – antagonists of human S1P3 receptor | Q99500 | AID 485 | inhibition, % at 4.98 µM | actives 0.27% (n = 170,000) | CHO S1P3 NFAT-BLA reporter, FRET fluorescence, antagonist mode;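 active = inhibition above the plate cutoff, the mean inhibition of test wells on that plate plus 3 SD, cut at about 28% in these data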;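 also: cells challenged with S1P at its EC80 of 0.8 µM; blue over green emission ratio from cleaved BLA substrate after 4 h stimulation; 0% = S1P-stimulated wells and 100% = unstimulated DMSO-only wells; some compounds past the cut are filed as inactive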
# * hit, by the source's call; . = no result given.
# The line under a structure holds: PPARg SRC-3 ag	Diaph act CS	ROMK mod	PPARg SRC-1 ag	Diaph inh CS	PMI activator	TR-FRET SRC-2 ct	PMI act hi M6P	G6PDH counter	PPARg SRC2 recr	S1P3 antagonist
(1) CC1(C)COC(c2ccc(F)c([N+](=O)[O-])c2)=N1
  -1	0.9	.	-8	5	1	1451	1.1	-14	2	9
(2) O=c1n(Cc2ccc(Cl)cc2)c2sc3c(c2c2ncnn12)CCCC3
  11	0.9	.	1	11	0.9	1580	0.9	-1	1	6
(3) CCCCOc1ccc(Br)cc1/C(C)=N/NC1=NCCN1
  3	1	.	2	-1	1.1	1599	1	7	0	.
(4) O=C(NCc1ccncc1)c1ccc(Br)cc1
  -3	1.1	.	4	-5	1	1653	1	-2	4	-14
(5) CCC(C)(C)NC(=O)C1c2ccccc2Oc2ccccc21
  3	0.9	-0.93	3	8	0.9	1581	0.7	4	3	-14
(6) COc1ccc(NC(=O)COC(=O)c2c3c(nc4ccccc24)CCCC3)cc1
  -3	1	.	4	-1	1	1509	1.1	5	12	.
(7) O=C(Nc1cc(S(=O)(=O)N2CCOCC2)ccc1N1CCOCC1)c1cnccn1
  -3	1	0.078	-3	4	1.1	1396	1.1	6	-7	4
(8) Cc1sc(-n2c(C)cc(C=O)c2C)c(C(=O)O)c1C
  2	0.9	0.82	0	7	1	1272	1	-2	1	.
(9) O=S(=O)(c1ccc2nc(Cc3cccc(C(F)(F)F)c3)[nH]c2c1)N1CCOCC1
  -4	0.8	-0.036	2	18	0.8	1521	0.8	8	-3	.
(10) Cn1c2ccccc2c2ncn(CCN3CCOCC3)c(=O)c21
  5	0.8	0.33	2	17	0.9	1571	0.9	17	2	18
(11) O=C(NCc1n[nH]c(=S)n1-c1ccccc1)c1ccc(S(=O)(=O)N2CCOCC2)cc1
  3	0.8	.	8	19	0.9	1753	0.9	1	1	-32
(12) CC(C)Nc1nc(Cl)nc(NN(C)c2nc(N(C)C)nc(N(C)C)n2)n1
  1	0.8	-0.34	4	17	0.9	1659	0.9	7	0	-3
(13) CCn1c(COc2ccccc2)nnc1SCC(=O)Nc1cc(C)ccc1OC
  -1	0.9	.	-1	12	0.8	1495	0.9	12	2	.
(14) COc1cc(OC)cc(C(=O)N[C@H](C(=O)OCC(=O)Nc2ccc(C(C)C)cc2)C(C)C)c1
  1	0.8	.	4	20	0.9	1332	0.9	-32	1	-4
(15) O=C(Cn1cnc2ccccc2c1=O)OCCCCN1C(=O)c2ccccc2C1=O
  15	0.9	-0.77	8	6	1	1445	1	-2	6	1
(16) O=C(c1ccc(Oc2ccccc2)cc1)c1nc2c(n1O)CCCC2
  -5	0.9	-0.76	-1	9	1	1455	1.1	7	4	.
(17) CC(=O)Nc1nonc1-c1nc2ccccc2n1CCC(C)C
  5	0.8	.	5	19	1	1517	1	5	8	13
(18) Cc1cc(C(=O)N2CCN(C/C=C/c3ccccc3)CC2)no1
  -20	0.9	0.0068	-1	14	0.9	1522	0.8	16	0	2
(19) Cc1cc2cc(CNC(=O)c3ccc(S(=O)(=O)N(C)C)cc3)ccc2n1C
  2	1.1	.	-3	-10	0.9	2108*	1	0	3	.
(20) Cc1ccsc1/C=N/NC(=O)C(=O)NCC(C)C
  5	1.1	-0.42	0	-8	0.9	1564	0.9	22	2	-2
(21) Cc1cc(Cl)ccc1OCCCC(=O)N1CCCc2ccccc21
  1	0.8	-0.17	6	17	0.9	1599	0.9	4	2	.
(22) COC(=O)c1cccc(NC(=O)Cc2nc(-c3ccccc3)sc2-c2ccc(C)cc2)c1
  1	0.8	1.1	-3	21	1	1380	0.8	-2	-3	-14
(23) CC(=O)Nc1c(O)nc(SCc2ccccc2C#N)[nH]c1=O
  -1	0.9	0.78	-3	5	1	1589	1	-6	1	9
(24) CC(=O)Nc1ccc(S(=O)(=O)N/N=C/c2ccc(C)s2)cc1
  3	0.9	.	2	8	1.3	1532	1.2	0	1	-2
(25) O=C(COC(=O)/C=C/c1ccco1)NCCc1ccccc1
  -1	1	-0.23	4	2	1.1	1550	1	5	3	-2
(26) CCCn1c(C)cc(C(=O)COc2ccc(-c3nnco3)cc2)c1C
  0	1	-1.5	10	0	1	1500	1	-8	2	-9
(27) O=C(C1CCCN(S(=O)(=O)Cc2ccccc2)C1)N1CCCCC1 (stereo not given)
  2	1	.	-6	2	0.9	1477	1	8	11	-4
(28) Cc1nnc2c3ccccc3c(-c3ccc(O)cc3)nn12
  4	1	-0.019	-4	5	1	1606	1.1	0	3	.
(29) O=C(OCn1nnc2ccccc2c1=O)C1CCCCC1
  5	0.8	-0.9	-6	18	0.9	1646	0.9	6	4	-5
(30) CCCNC(=O)NC(=O)COC(=O)c1cccc(NS(=O)(=O)c2ccc(F)c(F)c2)c1
  1	1	.	4	-4	1.1	1649	1.2	16	3	-15

# Continuation:
# The line under a structure holds: PPARg SRC-3 ag	Diaph act CS	ROMK mod	PPARg SRC-1 ag	Diaph inh CS	PMI activator	TR-FRET SRC-2 ct	PMI act hi M6P	G6PDH counter	PPARg SRC2 recr	S1P3 antagonist
(31) Cc1cc2c(cc1C)NC(c1c(C)n(C)n(-c3ccccc3)c1=O)C1=C(CC(C)(C)CC1=O)N2 (stereo not given)
  4	0.8	.	6	25	0.8	1629	0.9	-19	-2	.
(32) CCc1ccccc1N(CC(=O)NCCSCc1ccco1)S(C)(=O)=O
  3	0.9	1	4	8	1	1410	1.1	2	-4	-14
(33) N#CCCN1CCN(C(=S)c2ccc(-c3cccc(Cl)c3)o2)CC1
  13	0.9	.	12	11	1	1703	0.9	8	11	-4
(34) COc1cc(=O)n2c(-c3ccccc3)csc2n1
  10	0.8	0.012	-1	16	0.9	1828	0.9	2	7	.
(35) CCCCNC(=O)C1c2ccccc2Oc2ccccc21
  0	1	-0.47	-4	5	0.9	1488	0.9	14	1	-11
(36) CCOC(=O)N1CCC(=NNC(=O)COc2ccc(OC)cc2)CC1
  0	0.9	.	5	5	0.9	1438	1	5	5	-15
(37) CCN(CC)c1ccc(S(=O)(=O)N(CC)CC)cc1NC(=O)c1cccnc1
  4	0.9	0.31	2	6	1	1532	1	1	5	-24
(38) N#Cc1cccc2cnccc12
  -6	0.9	0.76	-7	8	0.9	1420	1	-6	-4	3
(39) Cc1ccc(Oc2ccc(C(=O)NCc3ccncc3)cc2)cc1
  -3	0.9	-2.8	0	6	1	1410	1	-1	-6	3
(40) Cc1ccc(NCc2nnc(SCC(=O)O)n2-c2ccc(C)cc2)cc1
  1	.	0.37	10	.	.	1484	.	22	2	-7
(41) Cc1ccc(OCC(=O)OCCN2C(=O)c3ccccc3C2=O)cc1C
  4	0.9	-0.44	7	6	1	1723	1	-1	6	-6
(42) CCOC(=O)N1CCN(C(=O)c2cnn3c(C(F)F)cc(-c4ccc(C)cc4)nc23)CC1
  -9	0.8	-1.6	-3	19	0.9	1585	0.9	-32	9	0
(43) O=C(CCCn1c(=O)[nH]c2ccsc2c1=O)N1CCN(c2ccccn2)CC1
  4	0.9	.	13	11	1	1691	1	6	11	.
(44) COc1ccc(OC)c(C(c2nnnn2Cc2ccccc2)N2CCN(C)CC2)c1 (stereo not given)
  1	0.9	.	7	14	1	1418	1	6	-2	-11
(45) Cc1cccc(NC(=S)N2CCC(N(C)CC3CCCO3)CC2)c1 (stereo not given)
  5	0.9	.	9	10	1	1487	1	3	12	-23
(46) COc1ccc(CNC(=O)c2cc(-c3ccc(OC)c(OC)c3)on2)cc1
  11	0.9	.	5	10	0.9	1582	0.9	-33	5	-10
(47) O=C(c1ccco1)N1CCC(c2ccccc2)C1 (stereo not given)
  10	0.9	-0.37	6	8	1.1	1509	1.1	8	-6	-17
(48) CCCC(=O)Nc1ccc2oc(-c3cccnc3)nc2c1
  2	0.9	.	2	13	1	1509	0.9	-24	-3	7

# 11 compounds out of the list, sorted by count of non-hydrogen atoms, lowest first.
# The line under a structure holds: PPARg SRC-3 ag	Diaph act CS	ROMK mod	PPARg SRC-1 ag	Diaph inh CS	PMI activator	TR-FRET SRC-2 ct	PMI act hi M6P	G6PDH counter	PPARg SRC2 recr	S1P3 antagonist
(38) N#Cc1cccc2cnccc12
  -6	0.9	0.76	-7	8	0.9	1420	1	-6	-4	3
(47) O=C(c1ccco1)N1CCC(c2ccccc2)C1 (stereo not given)
  10	0.9	-0.37	6	8	1.1	1509	1.1	8	-6	-17
(35) CCCCNC(=O)C1c2ccccc2Oc2ccccc21
  0	1	-0.47	-4	5	0.9	1488	0.9	14	1	-11
(33) N#CCCN1CCN(C(=S)c2ccc(-c3cccc(Cl)c3)o2)CC1
  13	0.9	.	12	11	1	1703	0.9	8	11	-4
(36) CCOC(=O)N1CCC(=NNC(=O)COc2ccc(OC)cc2)CC1
  0	0.9	.	5	5	0.9	1438	1	5	5	-15
(40) Cc1ccc(NCc2nnc(SCC(=O)O)n2-c2ccc(C)cc2)cc1
  1	.	0.37	10	.	.	1484	.	22	2	-7
(46) COc1ccc(CNC(=O)c2cc(-c3ccc(OC)c(OC)c3)on2)cc1
  11	0.9	.	5	10	0.9	1582	0.9	-33	5	-10
(43) O=C(CCCn1c(=O)[nH]c2ccsc2c1=O)N1CCN(c2ccccn2)CC1
  4	0.9	.	13	11	1	1691	1	6	11	.
(44) COc1ccc(OC)c(C(c2nnnn2Cc2ccccc2)N2CCN(C)CC2)c1 (stereo not given)
  1	0.9	.	7	14	1	1418	1	6	-2	-11
(42) CCOC(=O)N1CCN(C(=O)c2cnn3c(C(F)F)cc(-c4ccc(C)cc4)nc23)CC1
  -9	0.8	-1.6	-3	19	0.9	1585	0.9	-32	9	0
(31) Cc1cc2c(cc1C)NC(c1c(C)n(C)n(-c3ccccc3)c1=O)C1=C(CC(C)(C)CC1=O)N2 (stereo not given)
  4	0.8	.	6	25	0.8	1629	0.9	-19	-2	.

# Source: PubChem
